Compound activity deposited in PubChem by Sanford-Burnham Center for Chemical Genomics.
Rpn11 block: Rpn11 (PSMD14) deubiquitinase inhibitors, primary screen, biochemical, fluorescence polarization, uHTS; 26S proteasome non-ATPase regulatory subunit 14 (Homo sapiens), O00487; human 26S proteasome, Ub4-pepOG fluorescence polarization; 20S core pre-blocked with epoxomicin; calls only at 20 µM; 360,000 compounds, 0.59% hits; AID 588493, 2011;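 active = inhibition at 20 µM, scaled to each plate's controls, above about 33%, limit read from the data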
Target sequence (O00487 whole entry, looked up): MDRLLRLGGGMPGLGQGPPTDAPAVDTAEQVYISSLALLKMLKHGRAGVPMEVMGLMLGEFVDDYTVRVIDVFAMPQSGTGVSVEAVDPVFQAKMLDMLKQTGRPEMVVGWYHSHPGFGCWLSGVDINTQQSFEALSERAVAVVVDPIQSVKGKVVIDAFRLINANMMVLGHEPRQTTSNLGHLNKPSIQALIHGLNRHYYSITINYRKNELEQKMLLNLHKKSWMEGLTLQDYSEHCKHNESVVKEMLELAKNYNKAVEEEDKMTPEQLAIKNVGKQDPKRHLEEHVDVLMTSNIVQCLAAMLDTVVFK
MT1-MMP act inh: blockers of MT1-MMP proenzyme processing, primary screen, HT1080 RFP-PRO-GFP cells, GFP/RFP fluorescence; GFP/RFP ratio fluorescence, overnight; percent of plate control window, DMSO zero; GFP/RFP ratio change, % at 20 µM; 360,000 compounds, 0.061% hits; AID 651647, 2012;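 active = GFP/RFP ratio change of at least 30% with cell ATP level not reduced by more than half and red fluorescence within 50% of control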; also: strong numbers were not always called active
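Assay system: RFP-PRO-GFP reporter HT1080 cells; read-out basis: GFP/RFP fluorescence ratio; benchmarks: DMSO wells and RFP-L50D-GFP cells; doses: 20 µM single dose, 1% DMSO; schedule: overnight cell settling, then overnight compound exposure, 37 °C, 5% CO2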
STEP inh: STEP phosphatase inhibitors, primary screen, biochemical, fluorescence intensity, uHTS | 360,000 compounds, 0.25% hits | Tyrosine-protein phosphatase non-receptor type 5 (Homo sapiens), P54829 | recombinant STEP, OMFP fluorogenic substrate | inhibition, % at 20 µM | AID 588621, 2011;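 active = inhibition at 20 µM, scaled per plate between control wells, above about 37%, limit read from the data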;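 also: 0% = DMSO with enzyme and substrate and 100% = substrate only without enzyme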
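medium = Bis-Tris buffer pH 6.0, 2.5 mM DTT, 0.005% Tween 20 | test system = STEP (striatal-enriched tyrosine phosphatase) enzyme, cell-free | measure = normalized % inhibition | compound dosing = 20 µM, 1% DMSO | also added = 25 µM OMFP | schedule = reaction 20 min, ambient temperature | measured by = fluorescence read at 480 nm ex / 540 nm em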
SUMO1-SIM PPI: modulators of SUMO1 protein-protein interactions, primary screen, biochemical, uHTS; 360,000 compounds, 0.33% hits; inhibition, % at 20 µM; SUMO1 binding to a labelled peptide, TR-FRET, 1 h; in the data active = inhibition above about 37%
Target sequence (P63165 whole entry, looked up): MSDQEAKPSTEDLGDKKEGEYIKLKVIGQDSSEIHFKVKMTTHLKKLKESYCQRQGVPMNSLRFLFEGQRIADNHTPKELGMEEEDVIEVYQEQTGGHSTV
DNMT1 block: human DNMT1 methyltransferase inhibitors, primary screen, biochemical, molecular beacon, fluorescence, HinP1I cleavage, uHTS; inhibition (reported as % activation of signal), % at 10 µM; 360,000 compounds, 0.83% hits; AID 588458, 2011; in the data active = inhibition above about 50%
NadD block: inhibitors of S. aureus NadD, primary screen, biochemical, colorimetric, uHTS; 360,000 compounds, 0.78% hits; purified NadD enzyme, colorimetric absorbance read-out; Nicotinate-nucleotide adenylyltransferase NadD (Staphylococcus aureus N315); inhibition, % at 20 µM; in the data active = inhibition above about 26%; also: some compounds past the cut are filed as inactive
Scp-1 inhibitor: Scp-1 phosphatase inhibitors, primary screen, biochemical, colorimetric, uHTS | inhibition, % at 20 µM | Carboxy-terminal domain RNA polymerase II polypeptide A small phosphatase 1 (Homo … | 340,000 compounds, 0.88% hits | Recombinant Scp1, phosphopeptide, malachite green phosphate absorbance;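 active = inhibition above about 50% at 20 µM, limit read from the data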;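 also: plate controls were DMSO wells with enzyme for no effect and wells lacking enzyme for full effect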
Target sequence (Q9GZU7 76-261 limits assumed): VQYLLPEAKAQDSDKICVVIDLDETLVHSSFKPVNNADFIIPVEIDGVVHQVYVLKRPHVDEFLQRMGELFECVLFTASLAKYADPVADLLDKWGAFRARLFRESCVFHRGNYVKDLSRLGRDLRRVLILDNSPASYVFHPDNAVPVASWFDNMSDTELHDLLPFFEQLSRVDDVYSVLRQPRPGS
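Incubation: 45 min enzyme reaction at room temperature / System: truncated SCP-1 phosphatase (76-261aa) / Reagent: Phospho 17-mer peptide substrate / Buffer or medium: Acidic Tris acetate buffer with magnesium and detergent / Signal: absorbance at 630 nm / Doses: one concentration, 20 µM, with 1.0% DMSO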
SKN-1 block: suppressors of acrylamide-induced Pgst-4::GFP reporter in worms, primary screen, SKN-1 inhibitor project, whole organism, uHTS, GFP/RFP fluorescence ratio, strain VP596; C. elegans VP596 Pgst-4::GFP/RFP ratio, 24 h; inhibition, % at 21.8 µM; 360,000 compounds, 0.49% hits; AID 624304, 2012;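 active = interference check ratio from 0.5 to 1.5 plus GFP to RFP signal ratio inhibition reaching or exceeding a fixed threshold, cut at about 30% in these data, passing the limit was not always enough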; also: some compounds called inactive have numbers as strong as hits
NRP1-CendR mod: modulators of CendR peptide binding to NRP-1, primary screen, biochemical, fluorescence polarization, uHTS; Neuropilin-1 (Homo sapiens), O14786; FAM-RPARPAR peptide binding to NRP-1; inhibition, % at 25 µM; 360,000 compounds, 0.85% hits;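 active = inhibition or corrected inhibition above about 18%, plus a signal ratio from 0.5 to 1.5, limit read from the data, passing the limit was not always enough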; also: strong numbers were not always called active
LMPTP block: LMPTP phosphatase inhibitors, primary screen, biochemical, fluorescence intensity, uHTS; recombinant LMPTP-A, OMFP fluorogenic substrate; inhibition, % at 20 µM; 360,000 compounds, 0.22% hits;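 active = compounds that cut the enzyme signal by at least half of the control window in the single-dose screen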;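 also: plate controls were DMSO wells with enzyme plus substrate for no effect and substrate without enzyme for full effect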
Target sequence (P24666 whole entry, looked up): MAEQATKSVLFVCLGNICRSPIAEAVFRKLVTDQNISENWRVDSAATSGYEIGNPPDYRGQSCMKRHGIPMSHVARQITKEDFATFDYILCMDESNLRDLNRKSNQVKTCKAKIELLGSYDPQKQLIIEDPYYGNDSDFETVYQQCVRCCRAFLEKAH
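Test system – LMPTP-A phosphatase enzyme · Quantity – 0.625 nM LMPTP-A final · Reagent – OMFP substrate, 400 µM final · Dosing – one test concentration per compound, 20 µM, with 3% DMSO overall · Timing – 50 min enzyme reaction at room temperature, protected from light · Detection – fluorescence intensity · Controls – substrate-only low control, DMSO enzyme-plus-substrate high control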
* marks the source's active call; other numbers are inactive results; i = inactive; . = not tested or not shown. Compounds as they come. Share with any hit: about 3.9%.

No.	SMILES	NadD block	Scp-1 inhibitor	LMPTP block	Rpn11 block	SUMO1-SIM PPI	SKN-1 block	DNMT1 block	MT1-MMP act inh	STEP inh	NRP1-CendR mod
1	O=C(NCCCN1CCOCC1)c1ccc2c(=O)n(Cc3cccc(Br)c3)c(=S)[nH]c2c1	-8	-10	-4.6	i	7	-1	-3	7	4	-1
2	COc1ccc2[nH]cc(C(=O)CN3CCN(C(=O)c4ccco4)CC3)c2c1	-6	-7	-2.6	i	-3	-11	0	5	-4	-20
3	CC(Sc1nc(C(F)(F)F)nc2ccccc12)C(=O)NC1CCCC1 (stereo not drawn)	-2	-7	0.1	i	-7	2	2	2	1	12
4	CCC(=O)N(Cc1cc(=O)[nH]c2ccccc12)C1CCCCC1	-4	-3	-0.8	i	-1	5	0	0	-3	4
5	Cc1ccc(N2C(=O)/C(=C/c3ccco3)SC2=S)cc1	10	-9	1.4	i	-2	-4	-2	1	-2	-22
6	CC(=O)N1CCN(C(=S)NC(=O)c2c(-c3ccccc3Cl)noc2C)CC1	-3	-2	-1.8	i	-2	-4	0	0	6	-14
7	COc1ccc(-n2cc(CN(C)Cc3n[nH]c(=O)[nH]3)c(-c3cccc(F)c3)n2)cc1	-4	-9	-0.1	i	0	7	-4	0	-2	-1
8	C(=C\c1ccccc1)/CN1CCN(Cc2ccc3c(c2)OCO3)CC1	-1	-8	-1.7	i	5	16	1	2	0	0

Arranged by SMILES length (rising): part of the list above
No.	SMILES	NadD block	Scp-1 inhibitor	LMPTP block	Rpn11 block	SUMO1-SIM PPI	SKN-1 block	DNMT1 block	MT1-MMP act inh	STEP inh	NRP1-CendR mod
5	Cc1ccc(N2C(=O)/C(=C/c3ccco3)SC2=S)cc1	10	-9	1.4	i	-2	-4	-2	1	-2	-22
8	C(=C\c1ccccc1)/CN1CCN(Cc2ccc3c(c2)OCO3)CC1	-1	-8	-1.7	i	5	16	1	2	0	0
6	CC(=O)N1CCN(C(=S)NC(=O)c2c(-c3ccccc3Cl)noc2C)CC1	-3	-2	-1.8	i	-2	-4	0	0	6	-14
7	COc1ccc(-n2cc(CN(C)Cc3n[nH]c(=O)[nH]3)c(-c3cccc(F)c3)n2)cc1	-4	-9	-0.1	i	0	7	-4	0	-2	-1

The list continues:
No.	SMILES	NadD block	Scp-1 inhibitor	LMPTP block	Rpn11 block	SUMO1-SIM PPI	SKN-1 block	DNMT1 block	MT1-MMP act inh	STEP inh	NRP1-CendR mod
9	CCC(C)(C)n1nnnc1C(C(C)C)N(Cc1cccnc1)Cc1ccco1 (stereo not drawn)	-8	-1	1.5	i	19	3	-1	-8	2	0
10	COc1ccccc1N(C)S(=O)(=O)c1ccc(C(=O)OCC(=O)NCCC2=CCCCC2)cc1	-5	-16	5.7	i	1	1	-9	-3	2	3
11	CCC(=O)NC(=S)Nc1ccc(NC(=O)c2ccco2)c(OC)c1	-3	-5	-0.5	i	6	-12	8	2	-3	-3
12	C/C(=N\NC(N)=S)C1C2C3CC4C5CC(C42)C1C53 (stereo not drawn)	13	-3	1.1	i	0	8	1	-26	6	4
13	O=C(CSc1nnc(-c2ccccc2)n1-c1ccc(Cl)cc1)N/N=C/c1ccccc1C(=O)O	4	-5	-2.1	i	7	-2	-3	-2	-1	4
14	COc1cc(CNc2ncn[nH]2)ccc1OCC(=O)NC(C)(C)C	-3	2	-0.7	i	5	1	2	1	-2	5
15	CCc1sc(C(=O)Nc2cccc(C(C)=O)c2)cc1C	-11	-5	-1.0	i	1	9	2	5	-2	4
16	CC(C)[C@H](NC(N)=O)C(=O)Nc1cccc(S(=O)(=O)N2CCOCC2)c1	0	-7	-0.1	i	-3	-1	-3	-6	0	-10
17	Cc1c([N+](=O)[O-])cc(C(=O)Oc2ccc(Br)cc2C(=S)N2CCCCC2)cc1[N+](=O)[O-]	18	0	0.8	i	-10	18	16	6	6	-17
18	O=C(c1ccccc1NS(=O)(=O)c1ccc(Br)s1)N1CCOCC1	1	-5	-1.4	i	3	4	-2	-3	14	0
19	CC(C)c1ccc(S(=O)(=O)N(C)C2(C)CCS(=O)(=O)C2)cc1 (stereo not drawn)	1	-7	-0.8	i	0	8	1	3	0	-2
20	Cc1cccc(N2C(=O)CC(N3CCN(c4cccc(C(F)(F)F)c4)CC3)C2=O)c1 (stereo not drawn)	4	2	-0.3	i	0	6	-5	8	4	-5
21	COC(=O)[C@@]1(Cc2ccc(F)cc2)[C@H]2C(CC(=O)C(=O)N3CCCC3)C(=O)C[C@H]2CN1C(=O)c1ccccc1 (stereo partly drawn)	-1	.	-1.5	.	3	5	.	-4	.	8
22	Cc1cc(NC(=O)CCC(=O)N(CC(=O)NC2CCCC2)c2ccc3c(c2)OCCO3)no1	0	-8	-1.5	i	4	-8	6	-5	-2	-6
23	COC(=O)c1ccccc1OCc1cc(=O)oc2ccc(C)cc12	3	.	-0.7	i	22	11	6	2	1	14
24	CCNC(=O)CC1C(=O)N(c2ccc(F)cc2)C(=O)N1CCc1ccc(OC)cc1 (stereo not drawn)	0	-3	-0.8	i	1	12	0	-3	0	2

Retrieved by structure from above, two records:
No.	SMILES	NadD block	Scp-1 inhibitor	LMPTP block	Rpn11 block	SUMO1-SIM PPI	SKN-1 block	DNMT1 block	MT1-MMP act inh	STEP inh	NRP1-CendR mod
21	COC(=O)[C@@]1(Cc2ccc(F)cc2)[C@H]2C(CC(=O)C(=O)N3CCCC3)C(=O)C[C@H]2CN1C(=O)c1ccccc1 (stereo partly drawn)	-1	.	-1.5	.	3	5	.	-4	.	8
18	O=C(c1ccccc1NS(=O)(=O)c1ccc(Br)s1)N1CCOCC1	1	-5	-1.4	i	3	4	-2	-3	14	0

(continued)
No.	SMILES	NadD block	Scp-1 inhibitor	LMPTP block	Rpn11 block	SUMO1-SIM PPI	SKN-1 block	DNMT1 block	MT1-MMP act inh	STEP inh	NRP1-CendR mod
25	COc1ccccc1N1C(=O)Cc2ccccc2C1=O	6	-1	5.8	i	3	4	-8	1	11	11
26	CC(=O)N1CCN(c2ccc(NC(=O)c3ccc(Br)o3)cc2Cl)CC1	1	-5	-0.9	i	-3	-2	-7	2	2	-5
27	Cc1ccc(S(=O)(=O)CCC(=O)Oc2ccc3c(C)cc(=O)oc3c2)cc1	-9	-4	-0.4	i	1	-2	-2	1	-1	18
28	CNC(=O)COC(=O)c1ccc(-c2nc3ccccc3s2)s1	-9	2	-1.9	i	-23	10	0	-2	-3	-12
29	COc1cc(C2C(=O)c3ccccc3C2=O)ccc1O	-6	-11	1.5	i	-19	11	0	0	1	7
30	Cc1noc(C)c1CCC(=O)NC1CCCN(Cc2ccc(Cl)cc2)C1 (stereo not drawn)	-5	5	-0.7	i	0	-7	4	-2	0	3
31	COc1ccc(S(=O)(=O)N(C)c2ccc(C(=O)NCC3CCCO3)cc2)cc1OC (stereo not drawn)	-6	-9	-0.3	i	4	-2	0	-4	1	-2
32	COc1ccc(C(=O)N/N=C\c2coc3ccccc3c2=O)cc1	2	-11	-1.0	i	2	-6	-2	-3	0	0
33	O=c1[nH]c2ccc(S(=O)(=O)N3CCN(C4CCCCC4)CC3)cc2[nH]c1=O	-5	3	-0.5	i	3	1	1	2	-2	-10
34	S=C(NCc1ccccc1)NCc1ccc2c(c1)OCO2	2	-6	-0.2	i	-1	16	-1	1	3	2
35	Cc1ccc(-c2nnc(N3CCCCC3)c3ccccc23)cc1S(=O)(=O)N(C)C	5	0	0.9	i	7	5	-1	-6	4	6
36	Cc1c(N/C=C/C(=O)C(F)(F)F)c(=O)n(-c2ccccc2)n1C	2	-1	-1.1	i	-2	6	0	-2	-8	-2
37	COc1ccc(CNC(=O)c2ccc(CS(=O)(=O)Cc3ccccc3F)o2)cc1	-38	-4	-1.4	i	-1	5	0	3	-2	-10
38	CC(C)=NNc1nc(-c2ccc([N+](=O)[O-])cc2)cs1	6	-9	1.3	i	-21	14	-3	-1	-1	3
39	Cc1ccc[n+](CC(=O)c2ccc(Br)cc2)c1C	-1	-7	-1.2	i	4	-11	6	-2	0	-48
40	O=C(Nc1c[nH]c(=O)[nH]c1=O)c1cc([N+](=O)[O-])cc([N+](=O)[O-])c1	0	-7	-1.1	i	-38	-4	-1	-3	1	3
41	O=C(c1cc(COc2ccccc2)on1)N1CCCC(CN2CCOCC2)C1 (stereo not drawn)	-6	-5	-1.3	i	-2	9	1	3	-2	12
42	CC(=O)N1CCN(Cc2cc(=O)oc3cc(C)ccc23)CC1	-5	.	-0.5	i	1	3	1	3	-4	12
43	COc1ccc([C@H]2CC(=O)C=C(c3ccc(SC)cc3)C2)cc1	1	-8	4.9	i	-12	0	-1	2	9	-4
44	COc1ccc(-c2cc(C(=O)N3CCN(c4ccccc4F)CC3)c3ccccc3n2)c(OC)c1	12	9	6.4	i	-8	-2	-9	-1	1	2
